Screening results as filed in PubChem.
M1 ag: M1 muscarinic receptor agonists, primary screen, CHO-M1 cells, Fluo-4 calcium, agonist mode | Fluo-4 calcium fluorescence; stronger effect = higher value | Muscarinic acetylcholine receptor M1 | 64,000 compounds, 3% hits | AID 626, 2007 | B-score at 10 µM;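 active means fluorescence rise, raw or as B-score row- and column-corrected plate score, outside the 99.7% band of its plate's samples, either direction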
NADH enzymes: inhibitors of PK/LDH coupling enzymes, profiling panel, artefact control, biochemical, MLSMR library; coupled PK/LDH NADH assays, four targets; IC50, µM (doses to about 10 µM), for inactives: top-dose inhibition; 65,000 compounds, 0.02% hits;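 active means single-dose screening hits from any of four coupled enzyme assays that gave an IC50 when retested across doses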;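 further: the DPM-DC format reads NADH fluorescence rather than 340 nm absorbance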
HEK293 NFkB inh: inhibitors of PMA/ionomycin-induced NF-kB reporter, primary screen, antigen receptor NF-kB inhibitor project, cell-based, HEK-293 luciferase reporter, luminescence; HEK-293 NF-kB luciferase reporter; inhibition, % at 3 µM; 62,000 compounds, 0.21% hits; AID 465, 2006;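 active means inhibition above the mean of all tested compounds plus 3 SD, cut at about 40% in these data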;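 further: 0% = stimulated DMSO wells and 100% = 10 µM reference inhibitor 5653914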
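Signal: luciferase luminescence; Material: HEK-293 cells with stable firefly luciferase reporter driven by four HIV NF-kB elements; Probe or stimulus: PMA with ionomycin; Replication: tested once; Times: 1 h compound pretreatment, then 16 h stimulation at 37 °C, 5% CO2; Benchmarks: DMSO and 10 µM reference inhibitor; Evaluation: per-plate % inhibition versus controls.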
D1 mod: D1 CRE-luciferase signal change, two-sided – cell-based, HEK293 D1, dopamine EC30, D1 allosteric modulator project, primary screen. D(1A) dopamine receptor (Homo sapiens), P21728. dopamine EC30 potentiation; actives deviate in either direction. B-score at 10 µM. 58,000 compounds, 5.9% hits. AID 641, 2007;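 active means luminescence count or its row- and column-corrected plate score outside the 99.7% band of the plate's sample wells, on either side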
SF-1 act: activators of human SF-1, primary screen, cell-based, CHO-K1, Gal4-SF-1 LBD, luciferase luminescence. AID 522, 2006. activation, % at 10 µM. 65,000 compounds, 1.9% hits. Steroidogenic factor 1 (Homo sapiens), Q13285. CHO-K1 Gal4-SF-1 LBD luciferase reporter; % increase over DMSO SF-1-specific signal;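 active means activation above the mean activation of all tested compounds plus 3 SD, cut at about 50% in these data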
Target sequence (Q13285 whole entry, looked up, the tested form may be a part): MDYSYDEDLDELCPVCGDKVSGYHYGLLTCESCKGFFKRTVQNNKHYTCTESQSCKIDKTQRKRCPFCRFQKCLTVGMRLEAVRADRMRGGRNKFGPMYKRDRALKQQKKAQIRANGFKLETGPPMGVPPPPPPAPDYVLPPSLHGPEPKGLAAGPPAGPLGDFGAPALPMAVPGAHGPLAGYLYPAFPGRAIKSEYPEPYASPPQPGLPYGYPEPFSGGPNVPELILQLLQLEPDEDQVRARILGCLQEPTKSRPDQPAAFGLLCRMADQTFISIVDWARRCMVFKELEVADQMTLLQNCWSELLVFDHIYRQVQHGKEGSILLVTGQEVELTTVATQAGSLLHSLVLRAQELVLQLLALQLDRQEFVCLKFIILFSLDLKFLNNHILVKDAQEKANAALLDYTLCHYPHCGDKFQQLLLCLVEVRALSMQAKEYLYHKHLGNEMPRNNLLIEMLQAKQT
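Test system: CHO-K1 cells co-transfected with Gal4 DBD–human SF-1 LBD, 5xGal4 luciferase reporter. Quantity: 4,000 cells per well. Compound: 10 µM only. Incubation: compound added 1 h post-seeding, 20 h exposure at 37 °C, 5% CO2. Detection: SteadyLite luciferase luminescence. Replication: one test per compound.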
Jurkat viability: cytotoxicity toward Jurkat T cells, primary screen, cytotoxicity control, cell-based, Jurkat E6.1, 60K MLSMR library; Jurkat E6.1 viability, ATP luminescence, 48 h; inhibition, % at 4 µM; 56,000 compounds, 1.2% hits;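 active means inhibition above the mean inhibition of all tested compounds plus 3 SD, cut at about 28% in these data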
M1 antagonist: antagonists of rat M1 muscarinic receptor; CHO-M1 cells, Fluo-4 calcium, ACh EC80 antagonist mode; stronger effect = lower value; 64,000 compounds, 3.4% hits; B-score at 10 µM; Muscarinic acetylcholine receptor M1 (Rattus norvegicus), P08482; AID 628, 2007;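 active means calcium fluorescence response, raw or row-and-column corrected B-score, differing from the plate sample mean either way at a set confidence level, mostly lower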
Target sequence (P08482 whole entry, looked up): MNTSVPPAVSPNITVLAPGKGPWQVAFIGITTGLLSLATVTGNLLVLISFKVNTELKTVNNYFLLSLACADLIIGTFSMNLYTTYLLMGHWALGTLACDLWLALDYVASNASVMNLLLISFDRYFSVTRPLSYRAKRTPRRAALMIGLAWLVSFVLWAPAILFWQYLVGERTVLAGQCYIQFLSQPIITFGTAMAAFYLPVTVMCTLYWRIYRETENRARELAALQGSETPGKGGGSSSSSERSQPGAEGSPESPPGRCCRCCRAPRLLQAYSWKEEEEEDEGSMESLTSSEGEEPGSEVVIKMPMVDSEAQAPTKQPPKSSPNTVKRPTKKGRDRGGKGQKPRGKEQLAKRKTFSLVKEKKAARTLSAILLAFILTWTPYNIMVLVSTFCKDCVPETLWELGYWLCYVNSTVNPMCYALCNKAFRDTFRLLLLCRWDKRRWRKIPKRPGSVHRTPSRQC
Ecoli tolC: growth inhibitors of E. coli tolC mutant, primary screen, strain BW25113 ΔtolC::kan, 384-well; growth inhibition, % at 10 µM (by protocol); 65,000 compounds, 2.2% hits; AID 573, 2007; OD615;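 active means growth inhibition at or above a cutoff equal to the mean over every tested compound plus 3 SD, cut at about 60% in these data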;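 further: growth measured after 20 h incubation at 37 °C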
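Test system – E. coli BW25113 ΔtolC::kan, tolC deletion mutant strain · Detection – OD at 615 nm · Buffer or medium – LB with kanamycin 50 µg/mL · Times – 20 h compound exposure of bacteria at 37 °C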
TNAP act DEA: human TNAP enzyme activators, primary screen, biochemical, luminescent, intermediate phosphate acceptor level; AID 813, 2007; Alkaline phosphatase, tissue-nonspecific isozyme (Homo sapiens), P05186; 64,000 tested, under 10 active; activation factor at 20 µM; purified TNAP, CDP-star luminescence, 100 mM DEA, 30 min; stronger effect = higher value; scale: 0 levamisole-inhibited, 1 vehicle-only enzyme;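 active means activation factor of at least 2 at 20 µM, relative to controls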
Starred values were filed as active, the others as inactive; / = not tested or not shown; [ ] = remark or other dose.

item	SMILES	NADH enzymes	Ecoli tolC	SF-1 act	M1 antagonist	Jurkat viability	HEK293 NFkB inh	TNAP act DEA	M1 ag	D1 mod
1	CCCn1c(C(O)c2ccc(OCC)cc2)nc2ccccc21 (configuration not stated)	1%	24	-10	-0.0047	1	-4	0.9	-0.67	-0.89
2	COc1ccc(-c2nnc3ccc(SC)nn23)cc1	7%	26	5	-0.32	2	5	1	1.3	0.07
3	O=C(O)CC1SC(=Nc2cccc(O)c2)NC1=O (configuration not stated)	4%	-27	0	-0.25	2	17	0.7	-0.56	-0.7
4	Cc1noc(C)c1CSc1ncnc2sc3c(c12)CCC3	6%	1	-12	0.45	3	18	0.9	0.0087	/
5	N#Cc1cccc(-n2nnnc2-c2ccccn2)c1	1%	-7	8	0.48	-10	3	0.9	0.25	1.2
6	CN(C)c1nc(N)nc(N(c2ccccc2)c2ccccc2)n1	5%	5	-16	0.58	0	18	1	-1.2	0.19
7	CCCCOCCCNC(=O)c1c(-c2ccccc2)noc1C	7%	-6	-8	0.14	-5	4	1	-0.53	0.89
8	O=C(Nc1cccc(F)c1)C1CCN(C(=O)Cc2ccccc2)CC1	4%	0	7	-1.2	-1	7	1	-0.64	-0.23
9	O=C1c2ccccc2C(=O)N1CCCc1nc(-c2cccnc2)no1	12%	1	-5	-0.22	-2	8	1.1	-0.045	-0.54
10	CCn1ncc(C2=NOC(C(=O)NCc3ccccc3)C2)c1C (configuration not stated)	1%	-10	30	0.15	93*	21	1	0.81	7.7*
11	Cc1ccccc1Nc1nc(N)nc(CN(C)c2ccccc2)n1	2%	25	24	-0.41	/	16	0.9	-0.18	/
12	CC1CCCCN1C(=O)C12CCC(C)(C(=O)C1)C2(C)C (configuration not stated)	3%	-1	7	-0.037	-3	19	0.9	0.93	-0.3
13	Cc1ccccc1-c1nnc(SCC(=O)Nc2cccc(C)c2C)o1	0%	11	1	1.2	0	1	0.9	0.51	0.45
14	Cc1c(/C=N/n2cnnc2)c2ccccc2n1CCOc1ccc(Cl)cc1	4%	9	9	0.24	/	18	0.9	0.48	-1.1
15	COc1cccc(-c2nn(C)c3sc(C(=O)NCc4ccco4)cc23)c1	6%	50	6	-1.1	8	25	0.8	0.034	0.7
16	Cc1ccsc1C(C(=O)NC1CCCCC1)N(C(=O)Cc1cccs1)C1CC1 (configuration not stated)	3%	-12	-26	0.1	-1	16	0.9	-0.27	0.018
17	CCOC(=O)CNC(=O)CSc1nnc(-c2cccc(OC)c2)n1CC	9%	-11	-12	-0.47	4	1	0.9	-1.1	/
18	Cn1cnnc1SCc1ccc(F)c2ccccc12	2%	-4	-6	0.94	-2	18	0.9	-0.16	-0.74
19	Cn1c(=O)cc(SCC(=O)NCc2cccnc2)c2ccccc21	7%	-23	2	-0.24	-5	-3	0.9	0.058	-0.89
20	COc1ccc(C(=O)NCc2nnc(SCC(=O)NCc3ccc(F)cc3)o2)cc1	6%	-16	6	0.25	/	-7	0.9	0.29	-1.3
21	N#Cc1c(NC(=O)CCCN2C(=O)c3ccccc3C2=O)oc(-c2ccccc2)c1-c1ccccc1	9%	17	13	2.3*	0	20	0.8	-0.45	-0.13
22	Cc1csc(NC(=O)CSc2nnc(Cc3cccn3C)n2-c2ccc(F)cc2)n1	1%	-6	6	0.39	-8	11	0.8	-0.51	0.068
23	Oc1cc(NCc2cccnc2)ccc1-c1nc2ccccc2o1	0%[fluoresces]	11	38	-0.66	1	-24	0.8	-0.78	0.019
24	COc1ccc(OC)c(-c2nnc(SCC(=O)NC3CCCCC3)o2)c1	3%	6	-5	0.045	-2	24	0.9	-0.65	-0.75
25	O=C(c1cc2cc3ccc(Cl)cc3nc2o1)N1CCN(Cc2ccc3c(c2)OCO3)CC1	4%	-22	-17	-0.36	-4	18	0.9	-0.32	-0.21
26	CCCC(=O)Nc1cccc2c1CCCC2	9%	-28	-7	0.47	1	7	1.1	-0.34	-0.71
27	COc1cc(S(=O)(=O)N2CCN=C2c2ccccc2)ccc1F	2%	-4	20	-0.69	-10	5	0.9	-0.025	/
28	CCC(NC(=O)NCc1cccnc1)(C(F)(F)F)C(F)(F)F	3%	-7	28	0.89	8	6	0.9	-0.73	-0.21
29	COc1ccc(C(=O)Nc2ccc(S(=O)(=O)N3CCCCC3)cc2)cc1OC	0%	19	3	0.062	-1	8	0.9	-1	0.29
30	Cc1ccc(C)c(N(CC(N)=O)S(C)(=O)=O)c1	5%	-22	-18	2.1*	-2	6	0.9	0.067	1
31	O=C1CCC(=O)N1CNc1ccc(Oc2ccccc2)cc1	3%	-7	-20	0.48	0	6	1	-3.2*	0.028
32	COC(=O)c1cc(CSc2nnc(NC3CCCCC3)s2)oc1C	7%	9	-19	-1.2	12	11	1	0.9	10*
33	CCC(=O)N1c2ccc(S(=O)(=O)CCC(=O)NCCC3=CCCCC3)cc2CC1C (configuration not stated)	7%	-3	5	-0.42	5	-3	0.9	-1.7	-0.071
34	O=C(c1ccco1)N1CCN(c2ncnc3c2[nH]c2ccc(Br)cc23)CC1	6%	65*	3	-1.6	7	27	0.8	1	0.56
35	COc1ccccc1C1/C(=C(/O)c2ccccc2)C(=O)C(=O)N1CC(C)O (configuration not stated)	7%	0	-9	0.029	2	5	0.9	0.47	/
36	Cc1cccc(-n2nnnc2SC(C)C(=O)NCCC2=CCCCC2)c1 (configuration not stated)	2%	19	8	-0.51	/	16	1	0.31	/
37	COc1cccc(-c2nn(C)c3sc(C(=O)N4CCN(c5ccccc5)CC4)cc23)c1	4%	23	12	0.22	8	13	0.9	-0.65	0.027
38	COc1ccc(NC(=O)CS(=O)CC(=O)NC2CCCc3ccccc32)cc1 (configuration not stated)	2%	1	4	-0.84	-6	16	0.9	-0.071	0.9
39	Cc1coc2c(O)cc3c(c12)OC1(N2CCCCC2)C(=O)NCCCC31 (configuration not stated)	6%	12	-12	0.31	/	/	0.9	-0.39	0.24
40	CN(CCOc1ccc(Cl)cc1)c1ccc(S(=O)(=O)N2CCCCC2)cn1	5%	39	-4	-0.82	8	20	0.9	-0.49	-0.26
41	Cc1cccc(-n2cnc3c(c2=O)c2nc4ccccc4nc2n3Cc2ccco2)c1	20%	14	10	-0.0051	5	7	0.9	-0.48	1.9
42	O=C(O)C1CC=CCC1C(=O)Nc1ccc(F)c(F)c1 (configuration not stated)	0%	-11	-2	-0.018	-9	4	0.9	-2.7	-0.65
43	CCCOc1ccc(/C(O)=C2/C(=O)C(=O)N(CCCN3CCOCC3)C2c2ccncc2)cc1 (configuration not stated)	2%	4	-4	-0.026	/	/	0.9	-2.9	-0.72
44	CCOC(=O)C1CCCN(CC(=O)/C=C2/N(C)c3ccccc3C2(C)C)C1 (configuration not stated)	11%	4	0	0.73	7	10	1	-1	-1.2
45	Cc1ccc(NC(=O)CSc2nnc(Cc3cccn3C)n2-c2ccc(F)cc2)c(C)c1	3%	-2	-5	-0.48	6	2	1	0.67	-0.47
46	O=C(C1CCCN(S(=O)(=O)c2cccs2)C1)N1CCN(C2CCCCC2)CC1 (configuration not stated)	4%	-17	4	/	2	15	1	/	/
47	C=CCN(C(=O)CCC(=O)O)C1CC(=O)N(c2ccc(OC)cc2)C1=O (configuration not stated)	4%	11	10	0.053	/	/	1	0.55	-0.0026
48	COc1ccc(S(=O)(=O)N2CCN(C(=O)c3cccc(Cl)c3)CC2)cc1	6%	-3	-15	1.1	7	13	1	-0.92	-0.12
49	Cc1ccnc(NC(=O)Nc2ccc(F)cc2)c1	4%	4	36	0.065	-1	-46	0.9	0.21	-2.9
50	COc1cc(C2=NOC(C(=O)N3CCOCC3)C2)cc(OC)c1OC (configuration not stated)	0%	-16	-5	0.44	2	10	0.8	-0.29	0.82

4 entries from above, set out differently:
36	Cc1cccc(-n2nnnc2SC(C)C(=O)NCCC2=CCCCC2)c1 (configuration not stated)
37	COc1cccc(-c2nn(C)c3sc(C(=O)N4CCN(c5ccccc5)CC4)cc23)c1
38	COc1ccc(NC(=O)CS(=O)CC(=O)NC2CCCc3ccccc32)cc1 (configuration not stated)
39	Cc1coc2c(O)cc3c(c12)OC1(N2CCCCC2)C(=O)NCCCC31 (configuration not stated)
compound no.	36	37	38	39
NADH enzymes	2%	4%	2%	6%
Ecoli tolC	19	23	1	12
SF-1 act	8	12	4	-12
M1 antagonist	-0.51	0.22	-0.84	0.31
Jurkat viability	/	8	-6	/
HEK293 NFkB inh	16	13	16	/
TNAP act DEA	1	0.9	0.9	0.9
M1 ag	0.31	-0.65	-0.071	-0.39
D1 mod	/	0.027	0.9	0.24

The list continues:
item	SMILES	NADH enzymes	Ecoli tolC	SF-1 act	M1 antagonist	Jurkat viability	HEK293 NFkB inh	TNAP act DEA	M1 ag	D1 mod
51	COc1cccc(-c2nnc(SCC(=O)N3CCOCC3)o2)c1	1%	11	34	/	1	-6	1	/	0.051
52	O=S(=O)(Nc1ccc2c(c1)OCCO2)c1cnc[nH]1	12%	-28	9	0.27	0	8	0.9	0.22	0.27
53	N#Cc1c(-c2ccco2)cc(-c2cccnc2)nc1N	12%[fluoresces]	16	11	0.026	0	9	0.8	-0.15	8.3*
54	CCc1c(-c2ccccc2)nc2nc(C)c(C)nn12	3%[fluoresces]	5	1	0.24	2	9	1.1	46*	-0.0036
55	Cc1noc(/C=C/N(C)C)c1S(=O)(=O)N1CCCC(C(=O)Nc2ccc3c(c2)OCO3)C1 (configuration not stated)	7%	-7	-10	0.38	5	12	1	0.25	0.08
56	Cc1ccc(C2C3=C(CCCC3=O)Nc3[nH]c(=S)[nH]c(=O)c32)cc1 (configuration not stated)	11%	-9	1	-0.0077	/	13	0.9	-0.47	/
57	O=C(CN1CCOCC1)Nc1c2c(nc3ccccc13)N(Cc1ccccc1)CC2	10%[fluoresces]	-15	-1	-0.15	-6	0	0.9	-0.39	-0.84
58	O=C(O)CSc1cccc2cccc(C(=O)O)c12	7%	-24	-2	0.073	6	14	0.9	0.53	-0.44
59	O=C(NCCN1C(=O)CSC1=O)C1CC(=O)N(c2ccccc2)C1 (configuration not stated)	3%	-24	18	-0.97	0	4	1	0.91	-0.2
60	COc1ccc(C(O)c2nccn2Cc2ccccc2)cc1 (configuration not stated)	4%	12	18	/	0	20	1	/	/
61	CC1CC(C)CN(c2oc(-c3ccco3)nc2C#N)C1 (configuration not stated)	16%[fluoresces]	10	-9	-0.31	-3	10	0.9	1.3	0.61
62	Cc1ccc(S(=O)(=O)c2c(C)nn(C(C)(C)C)c2OC(=O)C2CCCC2)cc1	7%	28	-12	0.021	1	-1	0.9	-0.56	-0.099
